Yeast superoxide: lowers age-related superoxide in aged yeast cells; S. cerevisiae aged cells, superoxide DHE fluorescence; stronger effect = lower value; 0.18% of 330,000 active; superoxide response (% of plate mean), % at 10 µM; AID 2690;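 active = superoxide response under a set limit, about three screen SD below normal, cut at about 65% in these data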;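 also: yeast aged for seven days with compound at 30 °C before DHE staining; 100% = average MFI of all compound-treated wells on the plate with controls excluded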
Efflux pump inh: inhibitors of Candida antifungal efflux pumps expressed in yeast; S. cerevisiae Candida pump triplex, Nile Red efflux; inhibition, % at 10 µM; 0.44% of 330,000 active; AID 485275;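 active = plate passing quality check with inhibition over a set limit, or well fluorescence over plate mean plus 4 SD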;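 also: Nile Red retained in pooled yeast measured as flow cytometry median fluorescence; 0% = buffer negative control and 100% = Enniatin B positive control; higher means more Nile Red kept so more efflux inhibition; some compounds called inactive have numbers as strong as hits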
EBNA-1 inhibitor: blocks EBNA-1 binding to DNA | EBNA-1 DNA binding, fluorescence polarization | inhibition, % at 14.8 µM | 0.34% of 300,000 active; in the data active = inhibition above about 28%
Fam108B counter: counter-screen for RBBP9 inhibitors: inhibitors of mouse Fam108B | recombinant Fam108B, FP-Rh probe fluorescence polarization | inhibition, % at 9.51 µM | 0.33% of 300,000 active | AID 1947;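 active = inhibition above the screen mean inhibition plus 3 SD, computed separately per campaign, cut at about 18% in these data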;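 also: inhibitors lower polarization as less probe binds the enzyme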
MCL1 BIM primary: disrupts human MCL1 binding to BIM-BH3 peptide; GST-MCL1 / FITC-Bim-BH3 fluorescence polarization; inhibition, % at 10.9 µM; Q07820; 0.68% of 320,000 active;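 active = inhibition above the mean inhibition of all tested compounds plus 3 SD, set per campaign, cut at about 40% in these data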;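 also: 0% = DMSO wells and 100% = unlabeled Bim-BH3 peptide control; higher means more loss of mP so more displacement of Bim peptide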
Target sequence (Q07820 whole entry, looked up): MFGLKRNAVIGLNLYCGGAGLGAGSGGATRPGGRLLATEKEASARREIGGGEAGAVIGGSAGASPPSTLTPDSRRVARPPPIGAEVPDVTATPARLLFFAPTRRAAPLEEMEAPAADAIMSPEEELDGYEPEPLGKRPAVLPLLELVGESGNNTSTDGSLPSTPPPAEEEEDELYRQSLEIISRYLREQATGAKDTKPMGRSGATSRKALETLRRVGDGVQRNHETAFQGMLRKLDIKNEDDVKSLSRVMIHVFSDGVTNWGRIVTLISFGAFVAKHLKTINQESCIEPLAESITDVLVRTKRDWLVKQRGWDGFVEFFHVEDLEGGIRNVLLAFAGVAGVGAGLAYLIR
Bcl-xL primary: inhibitors of human Bcl-xL | 0.7% of 320,000 active | GST-Bcl-xL / FITC-Bim BH3 peptide fluorescence polarization | Q07817 | inhibition, % at 10.9 µM;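 active = inhibition above the mean of all tested compounds plus 3 SD, cutoff set per campaign, cut at about 30% in these data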;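 also: 0% = DMSO wells and 100% = unlabeled Bim-BH3 peptide competitor; inhibitors lower millipolarization by displacing the labeled peptide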
Target sequence (Q07817 whole entry, looked up): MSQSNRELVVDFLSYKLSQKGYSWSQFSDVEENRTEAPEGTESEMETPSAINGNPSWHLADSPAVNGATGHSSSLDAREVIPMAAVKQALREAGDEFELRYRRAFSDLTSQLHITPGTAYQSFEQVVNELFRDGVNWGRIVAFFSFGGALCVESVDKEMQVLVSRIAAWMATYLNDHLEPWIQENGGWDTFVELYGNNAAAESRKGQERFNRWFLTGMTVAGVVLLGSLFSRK
ZTA counter: ZTA (EBV) inhibition in EBNA-1 counter-screen; ZTA-DNA binding, fluorescence polarization; inhibition, % at 11 µM; 0.15% of 320,000 active; in the data active = inhibition above about 33%
Target sequence (P03206 whole entry, looked up): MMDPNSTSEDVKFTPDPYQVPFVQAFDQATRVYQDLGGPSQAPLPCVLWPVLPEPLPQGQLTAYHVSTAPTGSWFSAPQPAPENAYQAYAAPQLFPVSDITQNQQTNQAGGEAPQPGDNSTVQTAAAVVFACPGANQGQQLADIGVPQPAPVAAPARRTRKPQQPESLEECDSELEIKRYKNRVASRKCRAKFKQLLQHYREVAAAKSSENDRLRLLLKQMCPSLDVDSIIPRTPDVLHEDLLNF
MEX-5 binding: C. elegans MEX-5 TCR-2 RNA binding activity | Q9XUB2 | MEX-5/FITC-TCR2 RNA binding, fluorescence polarization; stronger effect = lower value | activity score (negative = inhibition of binding), % at 10 µM | 0.38% of 300,000 active | AID 1832;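 active = inhibition past about -25% in most replicates, and total fluorescence under double the plate's negative control median, limit read from the data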;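 also: 0% = DMSO and -100% = 5 µM competing unlabeled TCR2 RNA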
GLD-1 TGE inh: GLD-1-TGE RNA interaction inhibition (C. elegans). AID 2280. purified GLD-1 + fluorescein TGE RNA, fluorescence polarization. inhibition, % at 5.96 µM. 0.44% of 320,000 active;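 active = percent inhibition above a per-plate cutoff, the plate mean of test compounds plus 3 SD, cut at about 30% in these data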;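 also: 0% = DMSO wells with GLD-1 and probe and 100% = wells lacking GLD-1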
* = called active by the depositor; i = inactive; . = no result given; + = active, no number.

SMILES | Yeast superoxide | Efflux pump inh | EBNA-1 inhibitor | Fam108B counter | MCL1 BIM primary | Bcl-xL primary | ZTA counter | MEX-5 binding | GLD-1 TGE inh
Cc1cccn2c(CN3CCNC(=O)CC3)c(C(=O)N(C)CCc3ccccc3)nc12 | 108 | 0.0 | 2 | 0 | -3 | 3 | -24 | -1.0 | -1
Cc1cccc(-c2cc3nc4c(c(NCc5ccco5)n3n2)CCCC4)c1 | 96 | 0.0 | -3 | 4 | 4 | 3 | -13 | 4.7 | 3
Cc1ccc(NC(=O)C(C)SCC(=O)Nc2ccc(F)cc2)cc1S(=O)(=O)N1CCOCC1 (stereo not given) | 99 | -0.1 | 11 | 1 | 8 | 5 | 1 | 0.2 | -2
O=C(C[n+]1ccc(C(=O)NCc2ccccc2)cc1)c1ccc2c(c1)OCCO2 | 111 | 0.0 | -6 | -2 | -4 | -2 | 3 | 3.3 | -8
OCC(CO)(CO)n1cnnn1 | 90 | -0.1 | 3 | -1 | 0 | -1 | 7 | -2.1 | 5
CCOC(=O)C1(Cc2cccc(OC)c2)CCCN(C(=O)c2cc(C)on2)C1 (stereo not given) | 80 | -0.1 | -6 | 1 | -1 | 0 | -4 | 2.4 | 6
COc1cccc(CNC(=O)COC(=O)c2ccc(C(=O)c3ccccc3)cc2)c1 | 95 | 0.0 | . | . | -1 | 0 | 4 | . | 3
Cc1ccc(NC(=O)c2cc(C)nc3ccccc23)c(Br)c1 | 96 | 0.6 | -4 | 6 | 2 | 0 | -5 | -4.1 | 0
NC(=O)NC1CCCc2c1[nH]c1ccc(Cl)cc21 (stereo not given) | 105 | 0.0 | -4 | 0 | 1 | 2 | 11 | 0.3 | 9
COc1ccc(-n2c(=O)c3c(C)c(C)sc3n(Cc3cccc(F)c3)c2=O)c(OC)c1 | 95 | -0.1 | -6 | 0 | 2 | 3 | 0 | 1.7 | 4
CC1(C)Cc2c(sc(/N=C/N3CCOCC3)c2C#N)C(C)(C)N1 | 97 | 0.0 | -3 | -4 | 3 | 4 | -9 | 3.0 | 9
CCC(Cc1ccccc1)NC(=O)Cn1ncc2ccsc2c1=O (stereo not given) | 103 | 0.0 | 0 | 1 | 8 | 3 | 5 | -0.4 | -5
Cc1ccc(-n2nc3ccc(NC(=O)c4ccco4)cc3n2)cc1 | 100 | 0.0 | 4 | -9 | -5 | -3 | 7 | -1.7 | -6
O=C(CN1CCN(S(=O)(=O)c2ccc(Br)cc2)CC1)Nc1ccc2c(c1)OCCO2 | 99 | 0.3 | -3 | 0 | -1 | -2 | 27 | -0.3 | -1
COc1ccccc1CN(C)C(=O)c1cc(-c2cccs2)nc2ccccc12 | 101 | -0.2 | 13 | 2 | 5 | 6 | -7 | 1.0 | 5
Cc1c(NC(=O)Nc2ccccc2Cl)sc(=S)n1C | 127 | 0.0 | -1 | -2 | 10 | 4 | -4 | 1.7 | 6
CC(C)c1ccc(/C=C/C(=O)NCCCN2CCOCC2)cc1 | 82 | -0.1 | . | . | 0 | 1 | 8 | . | 5
COc1cccc2c1-c1c(C(=O)O)cccc1C2=O | 102 | -0.2 | 0 | 0 | 15 | 12 | -4 | -2.8 | 18
COc1ccccc1NS(=O)(=O)c1ccc(C)c(NC(=O)NCCCl)c1 | 91 | 0.9 | -12 | -7 | -3 | 6 | 6 | 2.0 | 2
Cc1ccc(C)c(NC(=O)CSc2nc3c(oc4ccccc43)c(=O)n2-c2ccccc2)c1 | 104 | -0.1 | 9 | -9 | 0 | 3 | 9 | 1.3 | 5
CCOC(=O)Cc1csc(NC(=O)CSc2nnc3ccccn23)n1 | 103 | 0.0 | -3 | -2 | 2 | 1 | -5 | 1.9 | -2
Cc1cccc(C)c1NC(=O)COC(=O)c1c2c(nc3ccccc13)/C(=C\c1ccc3c(c1)OCO3)CCC2 | 102 | 0.0 | 6 | -16 | + | 194* | 4 | . | 182*
O=C(Nc1ccc(F)c(Cl)c1)Nc1cnccn1 | 110 | -0.1 | 6 | -8 | 4 | 3 | 2 | 1.6 | 0
COc1ccccc1CC(=O)NCC(c1ccco1)N1CCCCC1 (stereo not given) | 95 | -0.2 | 3 | 1 | 5 | 2 | -11 | -1.4 | 7
CCCCCCCNC(=O)COc1ccc2c(c1)C(=O)CC(C)(C)O2 | 105 | 0.2 | 6 | 0 | -1 | 0 | 0 | 0.3 | -1
Cc1onc(-c2ccccc2Cl)c1C(=O)NC(=S)NCC(=O)c1ccccc1 | 99 | 0.2 | 12 | -5 | 5 | 1 | 9 | -0.2 | -9
CCc1ccc(-c2cc3c(=O)n(CC(=O)N4CCCC4)nc(C)n3n2)cc1 | 116 | 0.0 | 3 | -3 | -1 | 0 | -13 | -0.2 | 1
COc1cccc(CNC(=O)C2CCC(=O)N(CCc3cccc(F)c3)C2)c1 (stereo not given) | 102 | 0.1 | -3 | 3 | 3 | 4 | -5 | 1.1 | -3
CCC(C)N(C(=O)CSc1nc(C)nc2ccccc12)C1CCS(=O)(=O)C1 (stereo not given) | 89 | -0.2 | . | . | 4 | 2 | 17 | . | -24
COc1cc(C(=O)OC2CCOC2=O)c([N+](=O)[O-])cc1OC (stereo not given) | 101 | -0.2 | 4 | 0 | -1 | 2 | 7 | 1.5 | 3
CC(=O)Nc1ccc(C(=O)OCC(=O)/C(C#N)=C(\C)N)cc1 | 101 | -0.1 | -2 | 6 | -1 | -2 | -17 | -3.0 | 9
COc1ccc2c(c1)C(=O)N(Cc1ccccc1)C(=O)C2(C)C | 72 | -0.2 | 1 | -1 | -7 | 2 | 4 | 1.5 | -2
O=C(NNC(=O)c1ccc(S(=O)(=O)N2CCOCC2)cc1)c1ccccc1 | 104 | 0.2 | -11 | -2 | -6 | -2 | -5 | -0.4 | 5
CC(C)c1ccc(NC2CCCN(C(=O)c3ccc(N4CCOCC4)cc3)C2)cc1 (stereo not given) | 86 | -0.1 | 11 | 2 | 11 | 3 | 2 | 3.5 | 7
CCC(=O)c1cn(CC(=O)Nc2c(C)cccc2C)c2ccccc12 | 108 | 0.0 | -13 | -1 | 0 | 8 | -9 | -0.5 | 8
CCCCCN1CC(O)=C(c2nc3ccccc3[nH]2)C1=N | 102 | 0.0 | -10 | -2 | 6 | -1 | 9 | -4.9 | -2
CC(Sc1nnnn1C1CCCCC1)C(=O)O (stereo not given) | 100 | 0.1 | 6 | -3 | -2 | -2 | 6 | -0.7 | 5
O=c1c2ccccc2nc2ccc(NCc3ccco3)nn12 | 91 | -0.1 | 7 | 1 | 17 | 26 | -1 | -1.9 | 20
CC(C)CCNC(=O)C(=O)Nc1ccc2c(c1)N(S(=O)(=O)c1cccs1)CCC2 | 97 | 0.2 | 6 | -9 | -4 | 2 | 2 | 2.7 | -2
CCN1C(=O)c2cccc3c(S(=O)(=O)NCc4cccnc4)ccc1c23 | 119 | -0.1 | -8 | -3 | 8 | 5 | -26 | -1.2 | 13
O=C1c2ccccc2C(=O)N1CCc1nc2ccccc2c(=O)n1-c1ccccn1 | 98 | 0.0 | -6 | -1 | 2 | 1 | 1 | -0.8 | -3
O=C(O)c1ccc(CS(=O)(=O)c2cccc(C(F)(F)F)c2)o1 | 107 | -0.1 | 0 | 1 | 8 | 5 | 4 | -3.1 | 3
O=C(CN(Cc1ccc(F)cc1)C(=O)CNS(=O)(=O)c1ccccc1)NCc1ccco1 | 94 | -0.3 | -7 | 3 | 9 | 2 | 1 | 0.3 | 11
CCCn1ncc([C@@H]2C[C@H]3CN(Cc4cccc(Cl)c4)C(=O)[C@]34CCCN24)c1C | 99 | 0.0 | -3 | -3 | -14 | -3 | -24 | 3.8 | -13
O=C(CSc1n[nH]c(-c2ccccc2F)n1)NCC(=O)Nc1ccc(F)c(F)c1F | 103 | 0.1 | -7 | 1 | 4 | 2 | -1 | . | 10
COc1ccccc1CNC(=S)NC1CCCC1 | 94 | 0.6 | -5 | 4 | 13 | 10 | -2 | 1.9 | 6
Cc1ccc(-n2c(SCC(=O)N/N=C/c3c(C)nn(-c4ccccc4)c3C)nc3ccccc3c2=O)cc1 | 102 | -12 | 23 | 0 | 14 | 7 | -1 | -3.4 | 8
COc1ccccc1NC(=O)Nc1cccc(C(=O)O)c1 | i | 0.1 | 4 | 5 | 1 | 5 | 8 | 1.0 | 0
Cn1nc(-c2ccccc2)c2cc(C(=O)O)sc21 | 102 | 0.0 | -11 | 5 | -2 | -2 | 16 | -2.7 | -2
O=C(c1ccco1)N1CCN(C(c2ccccc2Cl)c2nnnn2CC2CCCO2)CC1 (stereo not given) | 102 | 0.1 | 1 | 0 | 0 | 7 | -16 | -2.2 | 7
COc1cc(/C=N/NC(=O)COc2ccc(Cl)cc2)ccc1OS(=O)(=O)c1ccc(C)cc1 | 90 | 0.3 | 10 | 7 | 1 | 0 | 2 | -0.8 | 1
O=c1c(-c2ccnn2-c2ccc(F)cc2)cnc2n1CCS2 | 107 | 0.1 | -13 | 7 | 0 | -1 | -14 | 0.3 | -4
COCCOC(=O)CSc1ncccc1-c1nc2cc(C)c(C)cc2[nH]1 | 96 | -0.1 | 0 | 2 | -7 | -2 | 1 | -3.4 | 0
CC(C)c1c(C(=O)N/N=C/C=C/c2ccccc2)nnn1-c1nonc1N | 104 | 0.1 | -2 | -3 | 4 | 4 | 1 | 1.3 | 1
CCOc1ccccc1N1CCN(C(=O)CSc2ccc3c(c2)OCCO3)CC1 | 96 | 0.1 | . | . | 8 | 8 | 1 | . | 3
CC(=O)OCc1c(C(F)(F)F)nn(C)c1Oc1cccc(C(F)(F)F)c1 | 102 | 0.1 | -6 | -1 | 9 | 6 | 8 | 0.1 | 7
O=C(OCc1nc2ccccc2s1)c1ccc([N+](=O)[O-])o1 | 99 | 0.0 | 1 | -3 | -9 | -3 | 8 | 1.6 | -1
O=[N+]([O-])c1ccc2nc(-c3ccncc3)[nH]c2c1 | 98 | 0.0 | -3 | 0 | -5 | 6 | 17 | -0.7 | 2
COc1ccc(C2CC3(CC(C)(C)NC(=S)N3)Oc3cc(O)cc(C)c32)cc1 (stereo not given) | 99 | -1.7 | 8 | -2 | 1 | -4 | -3 | 1.3 | -1
COc1ccccc1Cc1nc(-c2ccncc2)no1 | 100 | 0.1 | 2 | -1 | -1 | -1 | -2 | 1.0 | -7
CCN(CC)S(=O)(=O)c1ccc(NC(=O)CSc2nnc(-c3ccc(F)cc3)o2)cc1 | 113 | 0.0 | -1 | 3 | -2 | 4 | -7 | -3.3 | -1
CC1=CC(C)(C)N2C(=O)C3(N=C(N)NC(Nc4ccccc4)=N3)c3cc(C)cc1c32 (stereo not given) | 79 | -0.1 | 4 | 6 | 2 | 3 | 11 | -1.1 | -6
N#Cc1c(-c2ccccc2)nc(SCC(=O)Nc2ccccc2F)[nH]c1=O | 87 | -0.2 | 5 | 0 | 1 | 9 | 2 | . | 1

Ordered by SMILES length (ascending): some entries from above.
SMILES | Yeast superoxide | Efflux pump inh | EBNA-1 inhibitor | Fam108B counter | MCL1 BIM primary | Bcl-xL primary | ZTA counter | MEX-5 binding | GLD-1 TGE inh
COc1ccccc1Cc1nc(-c2ccncc2)no1 | 100 | 0.1 | 2 | -1 | -1 | -1 | -2 | 1.0 | -7
CCC(=O)c1cn(CC(=O)Nc2c(C)cccc2C)c2ccccc12 | 108 | 0.0 | -13 | -1 | 0 | 8 | -9 | -0.5 | 8
Cc1onc(-c2ccccc2Cl)c1C(=O)NC(=S)NCC(=O)c1ccccc1 | 99 | 0.2 | 12 | -5 | 5 | 1 | 9 | -0.2 | -9

High-throughput results deposited in PubChem BioAssay by several laboratories.
